HKDC1 inh – inhibitors of human hexokinase HKDC1. Q2TB90. recombinant HKDC1, G6PDH/diaphorase resazurin coupled fluorescence. inhibition, % at 20 µM. 340,000 compounds, 0.16% hits;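 active = inhibition above about 35% when tested at 20 µM, limit read from the data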;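 note: plate controls were DMSO wells with enzyme for no effect and DMSO wells lacking enzyme for full effect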
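Test system: Recombinant HKDC1 (HK5) hexokinase enzyme, produced in-house | Input: HKDC1 at 5 µg/mL | Buffer or medium: Tris pH 8.0 buffer with MgCl2, Tween-20, BSA, BME | Schedule: 90 min reaction incubation at room temperature, dark | Technique: Resazurin-to-resorufin fluorescence via G6PDH and diaphorase coupling, 525/613 nm | Controls: DMSO wells with and without enzyme mix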
SENP8 block-1 – blocks human SENP8 cleavage of Nedd8 substrate. Q96LD8. recombinant SENP8, Nedd8 substrate fluorescence. inhibition, % at 20 µM. 360,000 compounds, 0.64% hits. AID 602440; in the data active = inhibition mostly above about 40%, no sharp cut-off; inactive = mostly below about 27%
SENP6 block – SENP6 protease inhibition | Q9GZR1 | Recombinant SENP6 catalytic domain, aminoluciferin luminescence | inhibition, % at 10 µM | 330,000 compounds, 1.8% hits;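 active = inhibition above about 50% at the single tested dose, limit read from the data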;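 note: plate controls were DMSO wells with enzyme for no effect and DMSO wells lacking enzyme for full effect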
Target sequence (Q9GZR1 628-1112 limits assumed): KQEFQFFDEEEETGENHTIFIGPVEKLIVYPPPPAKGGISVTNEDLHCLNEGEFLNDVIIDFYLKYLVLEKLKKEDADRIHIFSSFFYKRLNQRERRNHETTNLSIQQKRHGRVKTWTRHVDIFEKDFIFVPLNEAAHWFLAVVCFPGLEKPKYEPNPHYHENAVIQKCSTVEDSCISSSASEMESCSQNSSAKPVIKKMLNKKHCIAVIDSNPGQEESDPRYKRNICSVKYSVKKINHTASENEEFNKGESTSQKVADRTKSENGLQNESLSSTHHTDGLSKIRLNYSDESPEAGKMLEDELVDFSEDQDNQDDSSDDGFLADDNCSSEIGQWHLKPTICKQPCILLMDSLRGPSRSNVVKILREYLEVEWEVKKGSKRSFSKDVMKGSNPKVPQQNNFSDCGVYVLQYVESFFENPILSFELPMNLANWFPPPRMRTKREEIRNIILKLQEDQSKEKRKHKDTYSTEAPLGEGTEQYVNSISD
SENP1 FRET inh – blocks the human SENP1 SUMO protease catalytic domain; Q9P0U3; recombinant SENP1 catalytic domain, CyPet-SUMO1-YPet FRET cleavage; 360,000 compounds, 0.21% hits; inhibition, % at 10 µM;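 active = inhibition at least 30% at 10 µM, raw YFP signal under a set limit, fluorescence ratio 0.5 to 1.5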;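 note: 0% = enzyme with DMSO and 100% = no enzyme wells; some results filed as inactive read as strong as hits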
Target sequence (Q9P0U3 419-644 limits assumed): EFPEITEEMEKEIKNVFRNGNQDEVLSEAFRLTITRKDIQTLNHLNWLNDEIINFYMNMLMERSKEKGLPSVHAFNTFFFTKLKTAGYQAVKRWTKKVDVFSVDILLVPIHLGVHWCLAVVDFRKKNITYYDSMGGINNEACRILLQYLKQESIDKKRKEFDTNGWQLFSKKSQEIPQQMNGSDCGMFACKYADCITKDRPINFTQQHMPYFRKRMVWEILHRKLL
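System: Recombinant human SENP1 catalytic domain, His6-tagged | Incubation: Enzyme reaction for 50 min at room temperature, dark | Medium: Tris pH 8 with BME, BSA, NP40 and catalase | Also added: 25 nM SUMO1 FRET substrate | Compound: 10 µM single point, 0.5% DMSO | Measured by: FRET fluorescence in CFP and YFP emission channels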
NLRP3 yeast inh – inhibitors of NALP3 inflammasome in yeast; Yeast reconstituted NLRP3/ASC/caspase-1, beta-gal luminescence, 24 h; inhibition, % at 10 µM; 330,000 compounds, 0.39% hits; AID 2825;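 active = inhibition of 50% or more; inactive = inhibition below 50%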;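 note: plate controls were induced DMSO wells for no effect and uninduced yeast grown without galactose for full effect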
Apaf-1 inh – inhibitors of human Apaf-1 apoptosome; O14727; reconstituted apoptosome caspase-3 activity, DEVD-Rh110 fluorescence; inhibition, % at 20 µM; 330,000 compounds, 0.71% hits; active = inhibition of at least 40% at 20 µM;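 note: plate controls were DMSO wells for no effect and DEVD-CHO caspase inhibitor wells for full effect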
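Material: reconstituted apoptosome with Apaf-1, cytochrome c, caspase-9, procaspase-3, dATP / Buffer or medium: pH 7.5 Hepes buffer with CHAPS, BSA, DTT / Also added: cytochrome c with DEVD-Rh110 / Schedule: compound with Apaf-1, dATP, procaspase-3 30 min, then 50 min reaction, room temperature / Technique: rhodamine 110 fluorescence at Ex 480/Em 540 nm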
SENP7 inh – blocks the human protease SENP7; recombinant SENP7, Z-RLRGG-aminoluciferin luminescence, 40 min; inhibition, % at 5 µM; Q9BQF6; 330,000 compounds, 1.5% hits;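 active = inhibition above about 50% at the single test dose, limit read from the data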;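 note: plate controls were DMSO with enzyme for no effect and no enzyme buffer wells for full effect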
Target sequence (Q9BQF6 706-1050 limits assumed): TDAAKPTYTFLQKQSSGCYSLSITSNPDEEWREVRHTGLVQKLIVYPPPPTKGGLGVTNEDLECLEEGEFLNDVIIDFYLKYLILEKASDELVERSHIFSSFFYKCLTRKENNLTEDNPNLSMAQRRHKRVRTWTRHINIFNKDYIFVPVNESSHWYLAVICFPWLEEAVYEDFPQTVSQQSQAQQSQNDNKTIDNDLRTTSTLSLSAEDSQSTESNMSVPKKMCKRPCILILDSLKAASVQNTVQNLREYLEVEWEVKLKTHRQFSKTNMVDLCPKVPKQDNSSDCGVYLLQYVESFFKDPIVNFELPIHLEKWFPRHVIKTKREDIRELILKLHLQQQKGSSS
PfG6PD inh – PfG6PD (Plasmodium falciparum) enzyme inhibition | PfGluPho enzyme, NADPH resazurin-diaphorase fluorescence | 350,000 compounds, 0.78% hits | inhibition, % at 20 µM;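 active = inhibition reaching at least a set limit at 20 µM in the primary screen, cut at about 59% in these data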;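 note: 0% = DMSO wells with substrate and 100% = DMSO wells lacking glucose-6-phosphate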
SENP8 block-2 – inhibitors of human SENP8 protease | Q96LD8 | purified SENP8, Z-RLRGG-aminoluciferin cleavage, luminescence | inhibition, % at 10 µM | 330,000 compounds, 1.2% hits | AID 2540; in the data active = inhibition above about 50%
The depositor's hits bear a star; x = not tested or not shown.

molecule	HKDC1 inh	SENP8 block-1	SENP6 block	SENP1 FRET inh	NLRP3 yeast inh	Apaf-1 inh	SENP7 inh	PfG6PD inh	SENP8 block-2
COc1ccc(N2C(=O)CCC(C(=O)NCCN3CCOCC3)C2c2ccc(OC)c(OC)c2)cc1 (stereo not drawn)	-8.3	-16.1	x	-0.6	x	x	x	-7.9	x
CC(CC(=O)O)CC(=O)Nc1ccc(Br)cc1 (stereo not drawn)	-6.4	12.3	-6.3	0.8	-0.9	-14.7	-7.3	-2.0	-11.2
COCc1ccc(C(=O)N2CCCC(Nc3ccc4c(c3)OCCO4)C2)o1 (stereo not drawn)	-2.5	14.3	4.2	0.5	18.4	4.7	-1.1	10.0	5.4
Cc1ccc(NC2CCCN(C(=O)c3ccc4nccnc4c3)C2)cc1C (stereo not drawn)	-0.1	3.5	-5.8	1.2	21.9	5.7	-10.8	8.1	3.2
C#CCOc1ccccc1C(N)=O	-2.2	21.2	-4.3	2.4	24.7	-17.6	-1.0	11.9	2.7
CCCCCOc1ccc(C(=O)OCC(=O)Nc2cc(C)c(C)cc2[N+](=O)[O-])cc1	5.1	-2.2	-3.5	1.5	8.3	-17.7	1.4	-4.8	-0.7
COc1cc(C=O)ccc1OCCCOc1ccccc1[N+](=O)[O-]	0.2	24.1	-9.7	2.6	6.5	11.3	-10.6	27.6	-12.7
Cc1cc(/C=C2/NC(=O)NC2=O)c(C)n1-c1ccc(N2CCOCC2)cc1	-10.2	-69.5	-1.6	3.2	13.4	-1.8	12.5	8.9	6.7
COc1cc(OC)cc(C(C(=O)NC2CCCCC2)N(C(=O)c2ccno2)c2ccccc2)c1 (stereo not drawn)	-3.8	16.1	-10.0	0.5	-1.9	13.3	-10.1	4.8	-1.0
O=C(Nc1ccncc1)C1(c2ccccc2)CCCC1	-7.9	11.5	-17.7	0.9	22.3	-8.4	-2.0	5.0	0.2
Cc1ccc(C)c(N2CCN(C(=O)CN(C)S(=O)(=O)c3ccc4c(c3)CCC(=O)N4)CC2)c1	-7.3	-5.1	4.4	-4.2	9.0	13.7	-5.1	1.8	-1.1
O=C1c2ccccc2C(=O)N1CCCP(=O)(O)CCc1ccccc1	-2.6	19.7	-9.1	2.4	0.2	5.4	-9.6	6.4	-1.9
COc1ccccc1C(=O)NCCC(=O)N1CCN(c2ccccc2Cl)CC1	-8.9	15.7	-26.5	1.8	3.6	34.1	-7.7	-12.1	-14.1
CCOc1ccc(N2C(=O)Nc3ccccc3C2(O)C(=O)NCc2ccco2)cc1 (stereo not drawn)	4.5	9.1	7.2	1.0	13.6	-6.1	-0.8	0.0	9.4
O=C(Nc1ccc([N+](=O)[O-])cc1)Nc1ccon1	-0.2	14.9	0.0	-0.4	18.2	3.6	1.4	9.2	-10.7
CN(C)c1ccc(/C=N/n2c(COc3ccccc3)n[nH]c2=S)cc1	-4.1	1.0	-16.1	0.1	18.8	11.0	-0.1	10.8	-4.7
C/C(=N\NC(=O)c1cccc(S(=O)(=O)N2CCOCC2)c1)c1ccc(C)cc1	-1.9	2.6	15.6	2.8	4.8	-5.5	1.0	7.8	-7.0
Cc1nnc2ccc(-c3cccc(NC(=O)Cc4cccs4)c3)nn12	-1.1	5.5	-17.9	-0.4	5.1	2.2	2.5	31.4	-12.3
COc1ccc(/C=N/N2C(C)CCCC2C)cc1OC (stereo not drawn)	-0.8	13.4	-1.4	-0.6	2.9	0.6	-3.5	3.9	2.6
C[C@]12C(=O)N(c3ccccc3)C(=O)N1[C@H]1c3ccccc3OC[C@@H]1[C@H]2c1ccccc1	2.2	4.3	10.6	1.1	13.1	15.2	4.0	5.7	3.3
O=C(Nc1cccc(NC(=O)c2ccco2)c1)c1ccccc1	-0.9	12.3	-24.8	1.3	9.0	3.8	-8.8	-7.8	-9.3
CC(C)(C)C(=O)N1CCN(c2nc3ccc(Br)cc3s2)CC1	-2.2	7.8	-1.1	0.8	26.5	4.0	6.4	-5.1	0.3
COc1ccc2nc(NC(=O)CSC(C)C(=O)Nc3cc(C)on3)sc2c1 (stereo not drawn)	0.5	6.4	-8.0	-3.2	8.8	6.3	-2.5	3.3	-3.0
O=C(Nc1cc([N+](=O)[O-])ccc1Cl)c1ccc2c(c1)OCO2	-6.0	9.8	-1.0	1.4	-3.1	-22.7	-1.5	11.6	-4.2
O=C(Nc1ccccc1O)C(c1ccccc1)c1ccccc1	1.8	13.1	-3.9	1.4	1.7	3.8	-2.1	5.7	3.1
CCN(CCn1cccn1)C(=O)CCc1nnc(CCc2ccccc2OC)o1	1.7	7.0	-11.0	-0.3	11.7	0.1	-0.3	-24.3	8.4
O=S(=O)(NC1CCCC1)c1ccccc1Cl	2.9	30.0	-10.3	-0.5	-34.0	-3.4	0.6	-15.8	-2.0
Cc1ccc(CSCC(=O)Nc2ccccc2C(=O)O)cc1	0.4	-0.8	40.8	0.8	14.5	-3.6	16.4	-4.2	33.8
Cc1cccc(NC(=S)NC(=O)/C=C/c2ccccc2)n1	-11.3	4.9	-13.3	-0.7	13.3	5.5	-1.7	16.1	-6.0
Oc1ccccc1Nc1nc(NCC2CCCO2)c2ccccc2n1 (stereo not drawn)	3.1	14.9	-0.9	-1.1	14.6	12.8	-4.7	1.3	-6.1
Cc1ccc(O)c(CNc2ccccn2)c1	-5.5	16.3	-3.8	1.4	44.2	10.9	11.5	-3.1	-13.2
Cc1cc([N+](=O)[O-])ccc1NC(=O)CSc1nncn1-c1ccccn1	2.0	15.8	17.2	1.4	10.0	-1.6	0.8	-23.6	0.6
Cc1sc(NC(=O)CSC2=NCCS2)nc1-c1ccccc1	2.4	22.4	15.4	0.6	2.0	4.0	-4.8	1.8	-4.5
COc1ccc(OC(C)C(=O)NCCC2=CCCCC2)cc1 (stereo not drawn)	-3.8	-8.7	-17.7	0.5	18.4	2.7	-12.2	8.2	-10.5
COc1ccc(NC(=O)COc2cccc(-n3cnnn3)c2)cc1Cl	-3.4	15.6	-8.2	1.1	15.4	3.9	-8.7	1.5	6.8
C=CCC[C@@H](Cc1ccc(F)cc1)C(=O)OC[C@H](Cc1c[nH]c2ccccc12)NC(=O)[C@@H](CC=C)CC(=O)N[C@@H](CO)Cc1ccccc1	-0.9	8.2	8.1	1.1	7.6	16.3	-0.2	13.5	8.0
Cc1onc(-c2c(F)cccc2Cl)c1C(=O)N1CCSCC1	2.0	12.1	-9.2	3.7	-1.4	-9.5	8.1	2.4	-8.5
COc1ccc(C2CC(c3ccccc3)=NN2c2ccc(C(N)=O)cc2)cc1 (stereo not drawn)	-3.8	-305.2	-2.2	-118.3	18.7	28.3	-1.2	2.7	-12.1
O=C(CNC(=O)c1ccco1)OCC(=O)c1ccccc1Cl	2.4	4.0	7.9	0.4	10.2	-3.3	-3.7	-27.7	-10.6
Cc1cc(C(=O)NNC(=O)c2ccc(C(F)(F)F)cc2)no1	-3.6	12.9	-25.4	2.7	18.7	-3.5	-11.6	-14.5	-6.9
Cc1ccc(C(=O)COC(=O)COc2ccccc2[N+](=O)[O-])s1	-5.6	2.0	-9.2	3.2	4.9	2.3	0.1	7.2	10.3
COc1ccccc1-n1cc([C@@H]2C[C@H]3CN(c4ccccc4)C(=O)[C@]34CCCN24)cn1	-14.0	2.9	8.4	11.1	2.3	5.9	7.7	14.4	3.1
COCC1CCCCN1C(=O)c1cc(COc2ccc3ncccc3c2)on1 (stereo not drawn)	-6.3	-2.2	-8.8	1.0	13.9	9.8	-8.5	-1.0	-9.9
O=C(c1cncc(Br)c1)N1CCN(c2ccc([N+](=O)[O-])cc2)CC1	-7.6	7.2	10.3	-0.9	-3.4	6.4	-2.4	14.2	6.9
O=C(CSc1nc(=O)n(CCCN2CCOCC2)c2c1CCCC2)Nc1ccc(F)c(F)c1	-4.8	-1.0	-5.8	0.1	12.8	6.2	-0.5	8.6	-8.9
S=C(NCc1ccccc1)Nc1cccc(Cl)c1	-5.7	21.7	-8.8	1.1	24.9	4.1	11.3	6.4	-8.6
O=C(O)c1ccc(NS(=O)(=O)c2ccc(Cl)c(C(=O)Nc3ccccc3[N+](=O)[O-])c2)cc1	-0.8	11.9	21.5	0.4	12.5	2.5	1.2	-28.8	-1.0
CNC(=O)COC(=O)c1cc2c(C)nn(-c3ccc(F)cc3)c2s1	-5.8	-128.3	0.8	2.5	8.5	-16.2	0.0	-3.4	5.3
CC(=C/c1ccccc1)/C=N/NC(=O)CSc1nc(C)cc(C)n1	-5.9	3.1	-0.6	2.9	18.6	18.8	1.0	13.1	-6.0
COc1ccc(/C=C(/NC(=O)c2ccc(OC)c(OC)c2)C(=O)NCCc2c[nH]c3ccccc23)cc1	-3.2	4.6	-1.7	-1.0	14.5	-1.3	8.5	0.5	-5.9
O=C(CCCl)N1CCN(c2nc(-c3ccccc3)cs2)CC1	-1.5	6.6	-13.6	-0.7	14.6	5.4	2.9	-5.9	1.7
CN(c1ccccc1C(=O)Nc1ccc2c(c1)OCO2)S(C)(=O)=O	-13.1	5.6	6.0	-6.3	-6.6	-12.3	-2.3	16.2	-0.7
COc1ccccc1NS(=O)(=O)c1cccc(C(=O)N/N=C/c2ccc(N3CCOCC3)cc2)c1	-5.5	-148.6	10.6	7.7	5.5	-6.0	5.8	-1.2	3.9
Nc1nc(SCC(=O)Nc2ccc(Cl)cc2)[nH]c(=O)c1-c1ccccc1	-1.3	20.5	-4.0	-0.6	10.8	1.6	9.1	-10.4	8.3
CCc1nnc(NS(=O)(=O)c2ccc(NC(=O)c3ccccc3C)cc2)s1	-0.1	25.1	-1.7	1.6	8.3	-18.1	4.1	-19.0	-0.6
CC(=O)c1c(N)[nH]c(-c2ccccc2)nc1=S	4.0	35.4	-40.0	-6.6	23.3	0.3	-11.9	11.1	-1.0
CC(C)(C)c1cc(C(=O)NCc2cccnc2)ccn1	-3.0	10.4	4.5	0.7	7.6	-14.7	-2.5	-23.2	3.5
O=C(O)c1ccc(S(=O)(=O)c2ccc3c(c2)C(=O)N(NC(=O)c2ccc(O)cc2)C3=O)cc1	-5.2	9.5	-4.5	7.1	15.2	3.3	-1.6	-7.0	-2.7

Arranged by the number under HKDC1 inh (smallest number first): three from the list above
structure | HKDC1 inh | SENP6 block | SENP1 FRET inh | NLRP3 yeast inh | SENP7 inh | PfG6PD inh
COCC1CCCCN1C(=O)c1cc(COc2ccc3ncccc3c2)on1 (stereo not drawn) | -6.3 | -8.8 | 1.0 | 13.9 | -8.5 | -1.0
Cc1ccc(O)c(CNc2ccccn2)c1 | -5.5 | -3.8 | 1.4 | 44.2 | 11.5 | -3.1
CC(=O)c1c(N)[nH]c(-c2ccccc2)nc1=S | 4.0 | -40.0 | -6.6 | 23.3 | -11.9 | 11.1
